IL-2 act: activates IL-2 in a cell-based reporter assay | IL-2 activation reporter assay, cell-based qHTS; stimulated with anti-CD3/CD4/CD28 beads; in transgenic mouse T cells | activation, % (series mostly up to about 46 µM) | 360,000 compounds, 0.065% hits; in the data active means activation above about 50%; inconclusive means mostly about 30% to 49%; further: 0% is about no effect
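Screening format: compound pinned onto unstimulated transgenic mouse T cells, 60 min incubation, then anti-CD3/anti-CD4/anti-CD28 bead stimulation for 18 hours at 37 degrees C, followed by EGFP and DsRed detection.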
WRN inhibitor: WRN helicase (human) inhibition; AID 651768; 360,000 compounds, 0.46% hits; WRN helicase unwinding, fluorescent forked duplex, kinetic; Potency, µM (top dose mostly 114 µM), for the others: at the highest dose activity change, negative = inhibition, usual class: inhibitors; further: potency means the concentration at half of the fitted maximal effect; on the % scale 0 is the no-effect control and ±100 the full control effect; nearly all actives have a fitted effect of over 55% in size
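Kinetic fluorescence helicase assay: unwinding of a quenched forked DNA duplex (100 nM final) with 2 mM ATP final raises red fluorescence (525/598 nm). Compounds sat 15 min at room temperature with 20 nM WRN beforehand.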
CCT modulator: changes cytosolic chaperonin activity; AID 651819; activity change, % (test concentration not listed), hits read low; purified chaperonin ATPase assay, HTRF ADP detection, 30 min; 360,000 compounds, 0.3% hits; in the data active means activity change below about -30%; further: on the % scale 0 is the no-effect control and ±100 the full control effect
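ATPase activity: ADP formed was measured by HTRF Transcreener (665/615 nm ratio) after 30 min at 37 deg C with 10 uM ATP. Compounds screened at one 76 uM concentration against 40 or 20 nM TRiC in Tris pH 7.4/KCl/MgCl2/DTT buffer.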
PI5P4Ka inh: blocks human PI5P4K alpha kinase activity | PI5P4Kalpha enzyme, ADP-Glo luminescence, 60 min; hits give low values | max response, % | 330,000 compounds, 1.2% hits | AID 652105; active means max response of -50% or lower; inconclusive means between -30% and -50%; inactive means -30% or higher; further: value at the top dose of about 77 µM; on the % scale 0 is the no-effect control and ±100 the full control effect
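Reactions run in 0.038 M HEPES pH 7.4, 0.28 mM EGTA, 0.1% CHAPS and 5% DMSO, with PI5P4Kalpha, substrate, compound and 5 microM ATP final, one hour at room temperature. Readout is ADP-Glo luminescence.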
EPAC1 agonist: agonists of human EPAC1. Potency, µM (titrated, usually from 154 µM), for inactives: at the top dose activation, most hits filed as activators. EPAC1 agonist qHTS, biochemical assay; response scale: 100% = response to 6.5 mM cAMP. 360,000 compounds, 0.073% hits. O95398; further: potency means the concentration at half of the fitted maximal effect; nearly all actives have a fitted effect of over 60% in size
Target sequence (O95398 whole entry, looked up): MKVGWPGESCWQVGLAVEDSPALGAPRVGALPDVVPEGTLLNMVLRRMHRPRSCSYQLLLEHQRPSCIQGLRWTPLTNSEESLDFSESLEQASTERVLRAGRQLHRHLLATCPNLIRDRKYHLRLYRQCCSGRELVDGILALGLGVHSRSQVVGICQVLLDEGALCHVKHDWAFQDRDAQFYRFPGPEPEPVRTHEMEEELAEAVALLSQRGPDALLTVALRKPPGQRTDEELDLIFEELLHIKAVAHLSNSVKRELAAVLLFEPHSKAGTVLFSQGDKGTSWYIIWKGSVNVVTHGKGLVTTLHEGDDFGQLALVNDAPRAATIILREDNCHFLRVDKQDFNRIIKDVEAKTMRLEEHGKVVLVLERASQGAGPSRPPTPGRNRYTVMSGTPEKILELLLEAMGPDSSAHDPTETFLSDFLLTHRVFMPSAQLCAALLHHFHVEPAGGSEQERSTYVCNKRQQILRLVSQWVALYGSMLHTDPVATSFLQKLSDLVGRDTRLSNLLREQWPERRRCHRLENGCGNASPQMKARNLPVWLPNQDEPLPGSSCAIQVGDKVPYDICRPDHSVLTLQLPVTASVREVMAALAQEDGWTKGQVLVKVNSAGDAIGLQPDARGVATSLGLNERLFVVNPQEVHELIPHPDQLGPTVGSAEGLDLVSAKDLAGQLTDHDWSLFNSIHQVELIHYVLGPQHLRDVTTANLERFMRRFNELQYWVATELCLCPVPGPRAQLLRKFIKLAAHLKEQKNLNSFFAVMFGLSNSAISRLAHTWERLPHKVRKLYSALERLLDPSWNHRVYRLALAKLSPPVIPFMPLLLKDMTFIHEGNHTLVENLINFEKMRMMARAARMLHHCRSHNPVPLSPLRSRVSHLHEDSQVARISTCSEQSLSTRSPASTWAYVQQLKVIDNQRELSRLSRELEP
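Nucleotide exchange by EPAC1 (100 nM) on Rap1B–BODIPY-GDP (250 nM) in the presence of 50 uM GDP is tracked fluorescently at 480/540 nm over 30 min. Signals are normalized to a 6.5 mM cAMP control.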
EPAC1 antag: blocks human EPAC1 exchange factor. 360,000 compounds, 0.14% hits. EPAC1 GEF assay, Rap1b-BODIPY-GDP exchange fluorescence. Potency, µM (top dose mostly 115 µM), inactives show at the highest dose activity change, negative = inhibition, most hits filed as inhibitors. AID 720709. O95398;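 further: potency means the concentration at half of the fitted maximal effect; plate controls were vehicle for no effect and positive control for full effect; nearly all actives have a fitted effect of over 50% in size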
EPAC2 agonist: EPAC2 (human) agonism | EPAC2 activation, biochemical qHTS; response scale: 100% = 6.5 mM cAMP response | Potency, µM (highest dose often 154 µM), without a hit: at the highest dose activation, usual class: activators | 360,000 compounds, 0.079% hits | AID 720711; further: potency means the concentration at half of the fitted maximal effect; nearly all actives have a fitted effect of over 50% in size
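Compounds were added across a concentration range to EPAC2 (100 nM), RAP1B-BODIPY-GDP (250 nM) and GDP (50 uM). After 5 min at room temperature, fluorescence was recorded at 5-min intervals for 30 min.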
PLK1 PBD block: PLK1 (human) polo-box domain binding inhibition | 360,000 compounds, 2.8% hits | Plk1 PBD binding of FITC phosphopeptide, fluorescence polarization | Potency, µM, for the others: max response, negative = inhibition, usual class: inhibitors | AID 720504; further: potency means the concentration at half of the fitted maximal effect; series mostly up to about 57 µM; on the % scale 0 is the no-effect control and ±100 the full control effect; nearly all actives have a fitted effect of over 65% in size
* marks the source's active call; other numbers are inactive results; [ ] = another dose, or the depositor's remark. Unless noted, the call rests on the fitted dose curve; in most records, active means well fitted curve in the direction sought with a large enough effect; inconclusive means small, poorly fitted or top-dose-only effect, or another doubt; inactive means no such curve, though single readings can be large; an effect the other way counts as inactive or inconclusive. Some of the compounds tested (hit frequency here may not be typical).

Results for COc1cc(NC(=O)c2ccc(S(=O)(=O)N(C)c3ccccc3OC)cc2)cc(OC)c1 ?
IL-2 act: -0.3; WRN inhibitor: -4%; CCT modulator: 0.6; PI5P4Ka inh: 6; EPAC1 agonist: 7%; EPAC1 antag: -3%; EPAC2 agonist: 7%; PLK1 PBD block: 4%

How did CCC(CC)NC(=O)Nc1ccccc1C do in these assays?
IL-2 act: -2.7; WRN inhibitor: 5%; CCT modulator: 0.2; PI5P4Ka inh: -6; EPAC1 agonist: -1%; EPAC1 antag: 5%; EPAC2 agonist: 0%; PLK1 PBD block: 1%

How did Cc1cc(C)cc(C(=O)NCC(=O)OCC(=O)Nc2cccnc2Cl)c1 do in these assays?
IL-2 act: 2.3; WRN inhibitor: 2%; CCT modulator: -2.2; PI5P4Ka inh: -8; EPAC1 agonist: -1%; EPAC1 antag: -20%; EPAC2 agonist: 18%; PLK1 PBD block: -13%

How did Cc1ccc(C)c(-n2c(-c3ccc4c(c3)OCO4)n[nH]c2=S)c1 do in these assays?
IL-2 act: -2.0; WRN inhibitor: -22%; CCT modulator: -1.9; EPAC1 agonist: 1%; EPAC1 antag: -10%; EPAC2 agonist: 5%; PLK1 PBD block: -9%

What do the screens show for `COc1ccc(C(=O)CC(=O)C(=O)Nc2cc(C)ccc2C)cc1`?
IL-2 act: -0.5; WRN inhibitor: -5%; CCT modulator: -0.6; PI5P4Ka inh: -1; EPAC1 agonist: 12%; EPAC1 antag: -2%; EPAC2 agonist: 0%; PLK1 PBD block: -16%

How did O=C(CCNC(=O)c1ccc(Br)cc1)NCCCN1CCOCC1 do in these assays?
IL-2 act: -0.5; WRN inhibitor: 8%; CCT modulator: 2.9; PI5P4Ka inh: -2; EPAC1 agonist: 7%; EPAC1 antag: -13%; EPAC2 agonist: 11%; PLK1 PBD block: -20%

Results for O=C(CSc1nc2ccccc2s1)NCCOc1ccc(Cl)cc1 ?
IL-2 act: 3.8; WRN inhibitor: -15%; CCT modulator: -0.7; PI5P4Ka inh: -2; EPAC1 agonist: 25%; EPAC1 antag: -27%; EPAC2 agonist: 5%; PLK1 PBD block: -10%

How did CCSc1nnc(-c2cc(Br)ccc2NC(C)=O)c(=O)[nH]1 do in these assays?
IL-2 act: -0.4; WRN inhibitor: 2%; CCT modulator: -0.2; PI5P4Ka inh: -3; EPAC1 agonist: 7%; EPAC1 antag: 2%; EPAC2 agonist: 5%; PLK1 PBD block: -7%

What do the screens show for `CCCNCC1COc2ccccc2O1` (stereo not given)?
IL-2 act: 3.2; WRN inhibitor: -15%; CCT modulator: -0.5; EPAC1 agonist: 6%; EPAC1 antag: -20%; EPAC2 agonist: 1%; PLK1 PBD block: -6%

What do the screens show for `CCC1CCCCN1Cc1nc2c(c(=O)n(C)c(=O)n2C)n1CC(C)C` (stereo not given)?
IL-2 act: -3.9; WRN inhibitor: -3%; CCT modulator: 2.9; PI5P4Ka inh: -3; EPAC1 agonist: -8%; EPAC1 antag: 23%; EPAC2 agonist: -7%; PLK1 PBD block: -4%

How did C(=N\n1cnnc1SCc1ccccc1)/c1ccco1 do in these assays?
IL-2 act: 1.8; WRN inhibitor: -12%; CCT modulator: -2.2; PI5P4Ka inh: 1; EPAC1 agonist: 12%; EPAC1 antag: -5%; EPAC2 agonist: -4%; PLK1 PBD block: -10%

What do the screens show for `Cc1oc(-c2ccccc2F)nc1CN1CCC(C(=O)NCCC2=CCCCC2)CC1`?
IL-2 act: -2.9; WRN inhibitor: 8%; CCT modulator: -52*; PI5P4Ka inh: 3; EPAC1 agonist: -10%; EPAC1 antag: 16%; EPAC2 agonist: 7%; PLK1 PBD block: -2%

How did CC(=O)c1cccc(NC(=S)NCCc2ccc(F)cc2)c1 do in these assays?
IL-2 act: -2.5; WRN inhibitor: 9%; CCT modulator: -3.7; PI5P4Ka inh: -5; EPAC1 agonist: -3%; EPAC1 antag: -12%; EPAC2 agonist: 11%; PLK1 PBD block: -18%

What do the screens show for `Cc1cccc(Cn2c(C)nc3c(N)c(C)c(C)cc32)c1`?
IL-2 act: 1.2; WRN inhibitor: 1%[57.1 µM]; CCT modulator: 0.9; PI5P4Ka inh: -7; EPAC1 agonist: -4%; EPAC1 antag: -2%; EPAC2 agonist: -18%; PLK1 PBD block: -11%

What do the screens show for `COc1ccc(NS(=O)(=O)c2ccc(OCC(=O)N3CCOCC3)cc2)cc1`?
IL-2 act: -2.8; WRN inhibitor: -13%; CCT modulator: -5.7; EPAC1 agonist: 4%; EPAC1 antag: -1%; EPAC2 agonist: 9%; PLK1 PBD block: -6%

An excerpt from above in order of formula weight, ascending.
What do the screens show for `COc1ccc(C(=O)CC(=O)C(=O)Nc2cc(C)ccc2C)cc1`?
IL-2 act: -0.5; WRN inhibitor: -5%; CCT modulator: -0.6; PI5P4Ka inh: -1; EPAC1 agonist: 12%; EPAC1 antag: -2%; EPAC2 agonist: 0%; PLK1 PBD block: -16%

How did O=C(CCNC(=O)c1ccc(Br)cc1)NCCCN1CCOCC1 do in these assays?
IL-2 act: -0.5; WRN inhibitor: 8%; CCT modulator: 2.9; PI5P4Ka inh: -2; EPAC1 agonist: 7%; EPAC1 antag: -13%; EPAC2 agonist: 11%; PLK1 PBD block: -20%

Results for COc1cc(NC(=O)c2ccc(S(=O)(=O)N(C)c3ccccc3OC)cc2)cc(OC)c1 ?
IL-2 act: -0.3; WRN inhibitor: -4%; CCT modulator: 0.6; PI5P4Ka inh: 6; EPAC1 agonist: 7%; EPAC1 antag: -3%; EPAC2 agonist: 7%; PLK1 PBD block: 4%

(next part)
How did Cc1ccccc1-n1nnnc1SCc1csc(-c2ccccc2)n1 do in these assays?
IL-2 act: 3.1; WRN inhibitor: -8%; CCT modulator: -3.1; PI5P4Ka inh: 2; EPAC1 agonist: 11%; EPAC1 antag: -10%; EPAC2 agonist: 9%; PLK1 PBD block: inconclusive

Results for CCN(CC)c1nc(C)c2c(c1C#N)CC(C)(C)OC2 ?
IL-2 act: -0.1; WRN inhibitor: -4%[57.1 µM]; CCT modulator: -0.9; PI5P4Ka inh: 3; EPAC1 agonist: -4%; EPAC1 antag: 6%; EPAC2 agonist: -5%; PLK1 PBD block: -10%

Results for CC(C)(C)c1ccc(C(=O)N2CCC2(C)C(=O)Nc2ccc3[nH]ncc3c2)cc1 (stereo not given) ?
IL-2 act: -0.7; WRN inhibitor: 2%; CCT modulator: -0.3; PI5P4Ka inh: -3; EPAC1 agonist: -6%; EPAC1 antag: -7%; EPAC2 agonist: 18%; PLK1 PBD block: 0%

What do the screens show for `CC(Sc1nc(N)cc(=O)[nH]1)C(=O)NCC(=O)Nc1ccc(F)c(F)c1F` (stereo not given)?
IL-2 act: 0.3; WRN inhibitor: 10%; CCT modulator: -1.3; PI5P4Ka inh: 2; EPAC1 agonist: -1%; EPAC1 antag: 9%; EPAC2 agonist: 11%; PLK1 PBD block: -16%

Results for C=C1C(=O)[C@]23C[C@H]1CCC2[C@@]1(C)C(C[C@@H]3O)[C@](C)(C(=O)O)C[C@H](O)[C@@H]1O (stereo not given in full) ?
IL-2 act: 0.2; WRN inhibitor: -23%; CCT modulator: 0.4; PI5P4Ka inh: -4; EPAC1 agonist: 1%; EPAC1 antag: -7%; EPAC2 agonist: 7%; PLK1 PBD block: -20%

Results for CC(=O)c1c(C)[nH]c(C(=O)OCC(=O)Nc2cccc(S(=O)(=O)N3CCCC3)c2)c1C ?
IL-2 act: 0.0; WRN inhibitor: -7%; CCT modulator: -0.9; PI5P4Ka inh: -1; EPAC1 agonist: 15%; EPAC1 antag: -13%; EPAC2 agonist: -7%; PLK1 PBD block: -1%

What do the screens show for `CCOC(=O)c1ccc(NC(=O)CCc2nnc3ccc(N4CCN(C)CC4)nn23)cc1`?
IL-2 act: -3.2; WRN inhibitor: 5%; CCT modulator: -0.2; PI5P4Ka inh: -3; EPAC1 agonist: -8%; EPAC1 antag: 0%; EPAC2 agonist: 5%; PLK1 PBD block: -6%

Results for COc1cccc(C(=O)C2CCCN(C(=O)CCC3=NNC(=O)CC3)C2)c1 (stereo not given) ?
IL-2 act: 2.3; WRN inhibitor: 3%; CCT modulator: -1.3; PI5P4Ka inh: 6; EPAC1 agonist: -1%; EPAC1 antag: -17%; EPAC2 agonist: 5%; PLK1 PBD block: -17%

How did O=C(c1c(Cl)cccc1Cl)N1CCN(c2cccc3[nH]ccc23)CC1 do in these assays?
IL-2 act: 0.9; WRN inhibitor: 4%; CCT modulator: 0.3; PI5P4Ka inh: -19; EPAC1 agonist: 6%; EPAC1 antag: inconclusive; EPAC2 agonist: 10%; PLK1 PBD block: 17%

What do the screens show for `Cc1ccc(CN2CCC(NC(=O)c3ccccc3)CC2)cc1`?
IL-2 act: -0.2; WRN inhibitor: 12%; CCT modulator: -4.6; PI5P4Ka inh: -6; EPAC1 agonist: 15%; EPAC1 antag: -14%; EPAC2 agonist: -2%; PLK1 PBD block: 30µM*

What do the screens show for `O=C(NCCCCc1ccccc1)c1ccc(F)cc1`?
IL-2 act: -0.4; WRN inhibitor: -10%; CCT modulator: 0.6; PI5P4Ka inh: -4; EPAC1 agonist: -8%; EPAC1 antag: -10%; EPAC2 agonist: 1%; PLK1 PBD block: 5%

What do the screens show for `COc1ccc2c(C)cc(Sc3nnnn3-c3ccccc3)nc2c1`?
IL-2 act: -1.3; WRN inhibitor: -5%; CCT modulator: 0.1; PI5P4Ka inh: 12; EPAC1 agonist: 15%; EPAC1 antag: 8%; EPAC2 agonist: 3%; PLK1 PBD block: 0%

How did O=C1CC(NS(=O)(=O)c2ccc(F)cc2)CN1c1ccc2c(c1)OCCO2 (stereo not given) do in these assays?
IL-2 act: -3.7; WRN inhibitor: 6%; CCT modulator: -1.0; PI5P4Ka inh: 3; EPAC1 agonist: -5%; EPAC1 antag: 6%; EPAC2 agonist: 2%; PLK1 PBD block: 3%

What do the screens show for `COC(=O)CC1=NN(c2nc(C)cc(C)n2)C(=O)C1`?
IL-2 act: 1.6; WRN inhibitor: 7%; CCT modulator: -3.5; PI5P4Ka inh: -5; EPAC1 agonist: -1%; EPAC1 antag: 5%; EPAC2 agonist: 7%; PLK1 PBD block: -8%

Results for CC(C)CNCC(=O)N1c2ccccc2Sc2ccccc21 ?
IL-2 act: 0.7; WRN inhibitor: 10%; CCT modulator: -2.3; PI5P4Ka inh: 0; EPAC1 agonist: 6%; EPAC1 antag: -6%; EPAC2 agonist: -9%; PLK1 PBD block: -1%

Compound activity from PubChem.
